RAD52 inh = blocks human RAD52 DNA annealing; P43351; recombinant RAD52 DNA annealing, FRET fluorescence; inhibition, % at 18.7 µM; hit rate 0.46% among 360,000; AID 651710;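 active means every replicate showing at least 50% inhibition; inconclusive means mean inhibition at least 50% but not in every replicate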
Target sequence (P43351 whole entry, looked up): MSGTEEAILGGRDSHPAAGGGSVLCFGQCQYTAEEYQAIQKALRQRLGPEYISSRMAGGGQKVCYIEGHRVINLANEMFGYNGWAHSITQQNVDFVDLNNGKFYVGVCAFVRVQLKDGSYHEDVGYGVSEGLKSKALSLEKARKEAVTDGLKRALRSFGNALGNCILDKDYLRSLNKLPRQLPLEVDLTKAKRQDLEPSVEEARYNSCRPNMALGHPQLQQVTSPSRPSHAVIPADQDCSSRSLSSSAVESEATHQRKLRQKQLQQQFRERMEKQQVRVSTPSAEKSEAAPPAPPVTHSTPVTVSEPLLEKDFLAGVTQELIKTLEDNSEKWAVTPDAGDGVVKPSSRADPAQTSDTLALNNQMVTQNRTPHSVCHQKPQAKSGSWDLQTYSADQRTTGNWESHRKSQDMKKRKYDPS
CFTR F508del cor = correctors of CFTR F508del function in bronchial epithelial cells; activity (quench increase), % at 7.58 µM; hit rate 0.36% among 350,000; AID 720511; CFBE cells, YFP halide quenching; stimulated with forskolin plus potentiator P3; % fluorescence drop versus neutral controls;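 active means mean added fluorescence quench of at least 8% versus neutral control, with both replicates also reaching 8%; inconclusive means only one of the mean or replicate conditions met; inactive means mean below 8% and not both replicates reaching 8%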;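 further: cells transiently co-express mutant CFTR-F508del with the halide-sensitive YFP; corrector assay measuring rescue of mutant channel to the surface after 24 h compound exposure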
RAD54 branch = RAD54 (human) branch migration inhibition; RAD54 Holliday junction branch migration, FAM/BHQ fluorescence; inhibition, % at 10.4 µM; hit rate 0.14% among 360,000;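 active means mean normalized replicate activity at least 40 and at least half of replicates scoring 40 or more; inconclusive means only one of the two criteria met; inactive means mean below 40 and under half of replicates reaching 40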;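 further: 0% = median of neutral control wells and 100% = median of positive control wells; inhibitors cause a drop in the FAM fluorescence signal; in these data hits start at about 50%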
DENV2 CPE rescue = protects cells from dengue virus 2 cytopathic effect. DENV2-infected cells, cytopathic effect rescue, plate reader. CPE inhibition, % at 9.99 µM. hit rate 1.7% among 350,000. AID 651640; in the data active means CPE inhibition above about 20%, passing the limit was not always enough; inconclusive means no clear call, values can overlap the other calls; tested in BHK-21 cells;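 further: 0% = median of neutral control wells and 100% = median of positive control wells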
XiGFP reactiv = X-chromosome reactivation activator | XiGFP mouse fibroblasts, % GFP-positive cells imaging, 3 d; cells co-treated with 5-aza-dC sensitizer; scaled so ellipticine positive control = 100% | activation, % at 7.58 µM | hit rate 0.055% among 360,000;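 active means mean normalized replicate activation at least 10% and every replicate at or above 10%; inconclusive means only one of the two criteria met; inactive means mean below 10% and not all replicates reach 10%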;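 further: 0% = median of on-plate neutral control wells and 100% = ellipticine 6 µM median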
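System: XiGFP fibroblasts, SV40-immortalized. Medium: DMEM plus 5-aza-dC sensitizer. Doses: single point. Timing: 3 d treatment, 15 min room-temperature fixation. Control set: ellipticine 6 µM.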
E-selectin induc = induces E-selectin expression in human endothelial cells; hit rate 0.37% among 260,000; HUVEC E-selectin immunofluorescence imaging; normalized: neutral wells 0, TNF-alpha wells 100; P16581; AID 686992; activation, % at 7.58 µM;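 active means mean E-selectin-positive cell signal at least 10% of the positive control, reached in at least 60% of replicates, without over 20% cell loss; inconclusive means no rule given, readout overlaps actives, possibly toxicity-flagged; inactive means the rest, including those meeting only one limit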;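 further: in these data hits start at about 27%; measured in HUVEC primary endothelial cells; signal is the percent of cells scored E-selectin positive by PE staining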
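Test system: HUVEC | Signal: Immunofluorescence imaging | Read-out: Percent E-selectin-positive cells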
GSIS activator = primary screen for activators of insulin secretion dependent on glucose, INS-1E cells, GLuc reporter luminescence. INS-1E GLuc reporter insulin secretion, 2-3 h. activation, % at 16.6 µM. hit rate 0.61% among 370,000. AID 743287;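 active means lowest replicate activation of at least 40%, so every replicate reaches that level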;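 further: 0% = median of neutral control wells and 100% = median of IBMX positive control wells; some compounds called inactive have numbers as strong as hits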
CASP6 VEID inh = inhibitors of human caspase-6; AID 686996; P55212; hit rate 0.53% among 350,000; purified caspase-6, Z-VEID-R110 cleavage fluorescence; inhibition, % at 12.5 µM;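 active means mean inhibition across replicates at least about 35%, with every replicate also reaching that limit, limit read from the data; inconclusive means only one of the two criteria met; inactive means neither criterion met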;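 further: 0% = median of neutral control wells and 100% = no fluorescence left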
Target sequence (P55212 24-179 limits assumed): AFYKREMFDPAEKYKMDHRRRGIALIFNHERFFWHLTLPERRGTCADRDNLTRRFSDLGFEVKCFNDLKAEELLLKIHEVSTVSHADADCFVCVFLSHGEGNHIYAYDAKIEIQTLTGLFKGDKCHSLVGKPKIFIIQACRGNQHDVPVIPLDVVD
Target sequence (P55212 194-293 limits assumed): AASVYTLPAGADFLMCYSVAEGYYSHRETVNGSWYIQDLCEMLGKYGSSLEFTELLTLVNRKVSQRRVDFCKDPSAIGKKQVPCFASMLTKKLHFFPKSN
Starred values were filed as active, the others as inactive; ? = inconclusive; . = no result given.

SMILES	RAD52 inh	CFTR F508del cor	RAD54 branch	DENV2 CPE rescue	XiGFP reactiv	E-selectin induc	GSIS activator	CASP6 VEID inh
COc1ccc(CCN(C)C(=O)c2oc3ccccc3c2C)cc1OC	-9.4	-0.2	7.3	2.3	0.0	.	105.3*	0.1
C[C@@H]1CN([C@H](C)CO)C(=O)c2cccc(NC(=O)NC3CCCCC3)c2O[C@H]1CN(C)CC1CCCCC1	-27.1	-2.9	3.5	-4.6	-1.3	-0.2	9.0	1.9
COC(=O)c1ccc2nc(-c3ccccc3)c(Cc3cccc(Cl)c3)n2c1	-63.9	0.0	.	3.9	0.0	-6.0	-6.6	-4.6
Cc1cc(CN2CCCCC2)oc1C(=O)O	-15.9	-1.4	.	.	.	.	-1.5	2.8
Cc1cccc(NC(=O)c2csnn2)n1	-1.5	-0.6	.	-1.9	0.1	.	-3.5	-0.5
C[C@H](CO)N1C[C@H](C)[C@H](CN(C)Cc2cccc(C(=O)O)c2)OCc2cn(nn2)CCCC1=O	9.4	0.5	9.8	2.3	-0.2	0.9	1.7	-2.5
CCc1nc2c(OCc3ccc(Cl)cc3)cccn2c1N(C)C(=O)c1ccccc1F	-86.5	0.8	-6.8	9.8	0.0	-0.1	-30.2	-1.2
COc1cc(C2C(C(=O)N3CCOCC3)=C(C)NC3=C2C(=O)CCC3)ccc1OC(C)=O (stereo not given)	-8.7	1.4	6.7	.	.	.	7.4	5.9
Cn1c(=NC(=O)CN2C(=O)C3CC=CCC3C2=O)sc2ccccc21 (stereo not given)	-34.6	-3.1	-5.3	-8.8	0.2	-0.1	-3.1	2.5
Cc1ccc2nc(NC(=O)CSc3ncnc4c3oc3ccccc34)sc2c1	-17.9	-3.5	0.1	-5.4	0.1	82.3*	.	-1.5
CN1C(=O)[C@@](O)(c2cn(C)c3ccccc23)c2ccccc21	-3.9	-1.7	.	-7.2	0.0	0.5	-7.4	0.9
O=C1OCCN1CC(=O)N1CCc2c([nH]c3ccccc23)C1c1ccccn1 (stereo not given)	-7.2	-1.0	-11.2	-1.6	0.0	8.0	2.9	-2.8
COc1ccc([C@H]2CC(=O)C=C(c3cc(Cl)ccc3OC)C2)cc1	-11.7	5.6	-9.6	-2.6	-0.2	0.5	7.6	-0.4
Cc1cc(C)cc(NC(=O)CN2CCC(NC(=O)c3cccc(F)c3)CC2)c1	-2.4	-7.0	-4.4	-0.5	0.2	.	-35.6	-5.5
COC(=O)C(CC#Cc1ccc2c(c1)[C@]1(C(=O)N2)[C@H](c2ccccc2OCCO)N2[C@H](c3ccccc3)[C@H](c3ccccc3)OC(=O)[C@H]2[C@@H]1C(=O)NC[C@H](O)c1ccccc1)C(=O)OC	-10.3	0.4	0.0	0.9	.	.	.	-0.8
CN=C(N)NCCC[C@H](N)C(=O)O	-19.5	-15.0	-3.3	7.6	0.1	0.8	.	-8.4
C=CCN1C(=O)c2ccccc2Sc2ccc(C(=O)NCCC)cc21	-1.1	-1.5	-4.0	0.3	0.0	.	1.0	7.3
OC(c1ccc(F)cc1)c1nc(-c2cncnc2)cs1 (stereo not given)	-10.4	-1.4	-12.7	-4.2	0.0	0.3	3.5	-2.8
CCSc1ccc(-c2cc(NC=O)c3ncc(-c4cccc(C(=O)NCCN(C)C)c4)n3c2)cc1	65.8*	-3.0	9.8	-11.3	-0.1	0.1	25.6	-95.6
COCCn1c(-c2ccccc2)cnc1SCC(=O)Nc1cccc2ccccc12	.	.	-0.5	.	0.0	0.0	-27.8	.
COc1cccc(NC(=O)C2(C)CCCN(C(C)C)C2)c1 (stereo not given)	-2.1	-0.6	2.8	5.2	0.4	-0.1	6.7	-0.3
N#Cc1ccc(S(=O)(=O)N2CCN(CC(=O)NCC3(N4CCOCC4)CCCCC3)CC2)cc1	-11.7	0.9	.	-8.6	0.0	.	2.1	-0.3
O=C(OCCCOC(=O)c1cc[n+]([O-])cc1)c1cc[n+]([O-])cc1	-3.8	-2.6	-13.3	-4.7	0.0	-0.6	5.6	-0.4
C[C@H](CO)N1C[C@H](C)[C@@H](CN(C)C(=O)C2CCCCC2)Oc2cc(-c3ccc(F)cc3)ccc2S1(=O)=O	6.0	-2.3	0.1	11.1	0.0	-0.2	-15.9	1.1
O=C(Nc1ccc2c(c1)OCCO2)c1cccnc1Oc1ccc(Cl)cc1	-7.1	-3.8	.	2.3	0.0	1.0	5.9	2.5
O=C(Nc1cccc(Cl)c1)OCc1cn(-c2ccccc2)nn1	-7.9	0.3	-3.8	0.2	0.1	.	-12.8	1.8
O=C(CN1CCN(C(=O)CNC(=O)c2ccc3c(c2)OCO3)CC1)Nc1ccc(F)cc1	-7.5	1.2	-14.8	2.8	0.1	-0.3	13.8	1.6
CN(Cc1ccccc1F)C(=O)COc1ccc(C(=O)c2ccccc2)cc1	-17.9	-2.6	9.9	4.8	0.1	.	-23.1	1.2
COc1ccc(S(=O)(=O)Nc2ccc3c(c2)CC(=O)N([C@@H](C)CO)C[C@@H](C)[C@@H](CN(C)C(=O)Nc2ccc(F)cc2)O3)cc1	.	0.3	8.6	-6.1	0.0	-11.6	-4.5	.
N/C(=N\OC(=O)Cc1ccc(-c2ccccc2)cc1)c1cccc([N+](=O)[O-])c1	-0.6	.	-0.9	.	.	.	4.0	-1.9
COc1ccc(N2CC(C(=O)NCCc3ccc(Cl)cc3)CC2=O)c(OC)c1 (stereo not given)	-9.6	1.6	-7.6	5.5	0.0	.	20.4	-0.4
Cc1c(N2C(=O)C(=O)/C(=C(/O)c3ccc(Br)cc3)C2c2cccnc2)c(=O)n(-c2ccccc2)n1C (stereo not given)	-9.9	5.4	.	-3.5	0.0	-0.4	4.1	-5.1
C[C@H]1CN([C@@H](C)CO)C(=O)c2cccc(NC(=O)c3cnccn3)c2O[C@@H]1CN(C)C(=O)NC1CCCCC1	-4.2	0.7	-2.5	0.2	0.3	-0.1	9.2	-2.6
CCOc1ccc(C(C)=O)cc1CN1C(=O)C(=O)N(CC)C1=O	-5.7	0.6	.	-2.0	0.2	0.0	13.1	-1.1
Cc1sc2ncnc(N3CCC(C(=O)N4CC(C)SC4=Nc4ccc(Cl)cc4)CC3)c2c1C (stereo not given)	-12.7	6.2	-0.9	5.0	0.2	-0.7	2.2	2.0
COc1ccc(S(=O)(=O)N(C)C[C@H]2Oc3ccc(NS(=O)(=O)c4ccc(C)cc4)cc3C(=O)N([C@@H](C)CO)C[C@@H]2C)cc1	4.5	5.7	.	-5.9	0.1	3.5	-14.9	-0.4
C[C@@H]1CCCCO[C@H](CN(C)Cc2ccc3c(c2)OCO3)[C@H](C)CN([C@H](C)CO)C(=O)c2cc(NC(=O)c3ccncc3)ccc2O1	4.3	0.4	0.1	0.2	0.0	-0.1	-0.2	4.9
CO[C@@H](CN(C)Cc1ccc(-c2ccccn2)cc1)[C@@H](C)CN(C(=O)Nc1ccc(F)cc1)[C@H](C)CO	-36.1	-2.7	1.8	5.6	0.1	-0.1	-16.8	-1.5
Cc1cc(C)c(C(N)=O)c(SCC(=O)c2cc(C)c(C)cc2C)n1	.	.	11.2	.	-0.1	-0.2	31.8	.
O=C(NC(=S)Nn1cnnc1)c1ccccc1Br	-3.8	-2.4	.	-1.3	.	0.1	5.7	-0.1
COc1cccc(CNC(=O)[C@H](C)NC(=O)N2CC(=O)Nc3ccccc32)c1	0.4	-0.9	2.5	-12.1	0.0	0.0	-7.3	-7.4
COC(=O)C(C)Sc1nnc(Cc2cc(=O)[nH]c(=O)[nH]2)n1-c1cc(C)ccc1C (stereo not given)	-8.9	-0.9	3.5	-1.3	-0.1	.	1.3	-1.0
COc1ccc(C(=O)Nc2nc3ccccc3[nH]2)cc1OC	-2.4	2.7	.	-1.5	.	.	17.3	0.5
C/C=C/c1ccc([C@H]2[C@H]3CN(C(=O)c4cnccn4)CC(=O)N3[C@H]2CO)cc1	-4.2	1.1	.	-2.8	0.3	0.2	10.1	-0.4
O=C(CSc1nc(-c2ccccc2)cs1)NCCN1C(=O)CSC1=O	-12.3	-1.5	1.6	18.2	0.0	4.7	17.8	2.3
COc1ccc(-n2ncc(C(C)NS(=O)(=O)c3cc(F)ccc3C)c2C)cc1 (stereo not given)	-7.2	3.5	1.3	4.5	0.6	-0.3	-10.9	-1.6
COCC(=O)N(C)C[C@@H]1Oc2ncc(C3=CCCC3)cc2C(=O)N([C@H](C)CO)C[C@H]1C	1.1	-1.4	5.2	-1.5	-0.3	0.0	10.7	1.5
COc1cccc(OC)c1C(=O)Nc1ccc(Br)c(C(=O)c2ccccc2)c1	-6.8	2.1	-2.9	?	0.2	0.4	-8.4	-2.2
COc1ccc(-n2cnc3sccc3c2=O)cc1	-10.4	-1.6	-4.3	-0.1	0.2	.	29.5	0.6
Cn1c(SCC(=O)Nc2cccc(S(=O)(=O)N3CCOCC3)c2)nnc1-c1ccncc1	-3.8	-0.9	.	-0.5	0.1	.	0.1	-2.4
CC(C)NC(=O)Nc1ccc2c(c1)CC(=O)N([C@H](C)CO)C[C@H](C)[C@H](CN(C)Cc1ccc(Oc3ccccc3)cc1)O2	-12.2	1.2	-3.2	?	0.1	?	-34.2	-1.3
O=C(N[C@H]1CC[C@H](CC(=O)N2CCc3ccccc3C2)O[C@@H]1CO)C1CCC1	5.3	5.7	-1.3	1.8	-0.3	0.9	-0.6	2.9
Cc1noc(C)c1NC(=O)Nc1ccc2c(c1)C(=O)N([C@H](C)CO)C[C@H](C)[C@@H](CN(C)C(=O)Nc1cccc3ccccc13)OCCCC[C@H](C)O2	.	-0.2	7.5	-0.4	0.2	0.3	-12.9	.
Cc1cc(NC2CCCCC2)nc(N2CCOCC2)n1	-3.7	.	0.7	.	.	.	0.2	3.6
CCOC(=O)N1CCN(C(=O)c2ccccc2NC(=O)COc2ccccc2)CC1	-11.5	-0.6	-4.1	5.7	0.1	-0.9	1.5	-1.6
S=c1nc[nH]c2c1ncn2C1CCCO1 (stereo not given)	-13.4	-0.8	-7.0	7.5	0.0	1.1	9.2	2.8
CCC1=NN2C(=N)/C(=C/c3cc(C)n(Cc4ccccc4)c3C)C(=O)N=C2S1	-69.1	-3.1	.	-1.1	0.1	6.4	.	-0.3
COc1cc(CN2CC3(CCN(C(=O)Nc4c(C)noc4C)CC3)c3c([nH]c4cc(OC)ccc34)[C@H]2CO)cc(OC)c1	-37.4	-0.9	.	-1.6	0.4	-0.5	4.3	0.7
C[C@H](CO)N1C[C@H](C)[C@H](CN(C)Cc2ccc(C(=O)O)cc2)Oc2ccc(NC(=O)Nc3ccc(C(F)(F)F)cc3)cc2C1=O	10.3	-1.8	-0.9	1.7	-0.2	0.2	6.0	-0.7
O=C(Cc1cccnc1)N[C@@H]1CC[C@H](CCn2cc(-c3ccccc3F)nn2)O[C@H]1CO	4.6	1.8	-3.9	-6.6	-0.4	-1.8	-1.8	2.6

Nothing new here: 2 of the compounds above.
SMILES	RAD52 inh	CFTR F508del cor	RAD54 branch	DENV2 CPE rescue	XiGFP reactiv	E-selectin induc	GSIS activator	CASP6 VEID inh
C[C@H](CO)N1C[C@H](C)[C@H](CN(C)Cc2ccc(C(=O)O)cc2)Oc2ccc(NC(=O)Nc3ccc(C(F)(F)F)cc3)cc2C1=O	10.3	-1.8	-0.9	1.7	-0.2	0.2	6.0	-0.7
O=C(Cc1cccnc1)N[C@@H]1CC[C@H](CCn2cc(-c3ccccc3F)nn2)O[C@H]1CO	4.6	1.8	-3.9	-6.6	-0.4	-1.8	-1.8	2.6

Screens deposited in PubChem BioAssay by Broad Institute.
